Assay outcomes (PubChem)
PME-1 inh: blocks human protein phosphatase methylesterase 1 | Q9Y570 | recombinant PME-1, FP-Rh probe fluorescence polarization | inhibition, % at 5.9 µM | 0.53% of 320,000 active | AID 2130;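 active means inhibition above the campaign mean of all compounds plus 3 SD, cut at about 26% in these data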;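 further: competitive labeling of PME-1 active site by serine hydrolase directed probe; 0% = PME-1 with DMSO and 100% = wells lacking PME-1 enzyme; inhibitors block probe labeling so polarization falls and inhibition rises; many of its hits are not listed in these tables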
Target sequence (Q9Y570 whole entry, looked up): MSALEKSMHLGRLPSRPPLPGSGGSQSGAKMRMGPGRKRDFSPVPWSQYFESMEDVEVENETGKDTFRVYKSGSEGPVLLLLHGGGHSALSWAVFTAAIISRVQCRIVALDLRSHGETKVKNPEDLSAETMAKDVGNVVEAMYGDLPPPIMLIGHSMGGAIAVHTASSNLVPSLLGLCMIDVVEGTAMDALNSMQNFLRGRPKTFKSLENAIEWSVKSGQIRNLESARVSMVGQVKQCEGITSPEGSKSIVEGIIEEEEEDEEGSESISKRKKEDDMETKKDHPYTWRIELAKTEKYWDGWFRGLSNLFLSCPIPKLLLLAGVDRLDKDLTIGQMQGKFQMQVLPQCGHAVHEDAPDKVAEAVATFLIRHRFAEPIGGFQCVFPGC
GLD-1 RNA inh: GLD-1-TGE RNA interaction inhibition (C. elegans); Q17339; inhibition, % at 5.96 µM; purified GLD-1 + fluorescein TGE RNA, fluorescence polarization; 0.44% of 320,000 active;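 active means percent inhibition above a per-plate cutoff, the plate mean of test compounds plus 3 SD, cut at about 30% in these data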;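 further: 0% = DMSO wells with GLD-1 and probe and 100% = wells lacking GLD-1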
BCLXL inh: Bcl-xL (human) inhibition; GST-Bcl-xL / FITC-Bim BH3 peptide fluorescence polarization; Q07817; inhibition, % at 10.9 µM; 0.7% of 320,000 active; AID 2129;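 active means inhibition above the mean of all tested compounds plus 3 SD, cutoff set per campaign, cut at about 30% in these data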;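 further: 0% = DMSO wells and 100% = unlabeled Bim-BH3 peptide competitor; inhibitors lower millipolarization by displacing the labeled peptide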
pPAFAH FP inh: pPAFAH (human) enzyme inhibition | Q13093 | recombinant pPAFAH, FP-rhodamine probe fluorescence polarization | inhibition, % at 3.39 µM | 1.5% of 330,000 active | AID 463082;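 active means inhibition above the mean inhibition across the screen plus 3 SD, cut at about 25% in these data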;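 further: inhibitors block binding of the rhodamine activity-based probe so polarization drops; 0% = enzyme with DMSO and 100% = wells lacking pPAFAH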
AHR activator: activators of human aryl hydrocarbon receptor | activation, % at 5 µM | 2.5% of 320,000 active | AHR-responsive luciferase reporter cells, luminescence | P35869; in the data active means activation above about 47%;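 further: 0% = vehicle wells and 100% = reference agonist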
PAFAH1B2 FP inh: PAFAH1B2 (human) inhibition; inhibition, % at 3.39 µM; 1.2% of 340,000 active; AID 492953; P68402; recombinant PAFAH1B2, FP-rhodamine activity probe, fluorescence polarization;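 active means inhibition above the mean of all tested compounds plus 3 SD, cut at about 24% in these data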;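 further: 0% = enzyme with DMSO and 100% = wells lacking PAFAH1B2; many of its hits are not listed in these tables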
Target sequence (P68402 whole entry, looked up): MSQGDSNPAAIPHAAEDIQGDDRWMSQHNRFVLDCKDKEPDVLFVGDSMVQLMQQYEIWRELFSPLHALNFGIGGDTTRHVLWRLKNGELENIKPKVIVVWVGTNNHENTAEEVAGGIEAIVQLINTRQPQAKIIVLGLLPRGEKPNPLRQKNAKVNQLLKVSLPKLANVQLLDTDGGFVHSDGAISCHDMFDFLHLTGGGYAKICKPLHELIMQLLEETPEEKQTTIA
MCL1-BIM inh: disrupts human MCL1 binding to BIM-BH3 peptide | GST-MCL1 / FITC-Bim-BH3 fluorescence polarization | Q07820 | AID 2057 | inhibition, % at 10.9 µM | 0.68% of 320,000 active;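 active means inhibition above the mean inhibition of all tested compounds plus 3 SD, set per campaign, cut at about 40% in these data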;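 further: 0% = DMSO wells and 100% = unlabeled Bim-BH3 peptide control; higher means more loss of mP so more displacement of Bim peptide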
Fam108B counter: Fam108B inhibition, counter-screen for RBBP9 inhibitors | recombinant Fam108B, FP-Rh probe fluorescence polarization | inhibition, % at 9.51 µM | 0.33% of 300,000 active;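 active means inhibition above the screen mean inhibition plus 3 SD, computed separately per campaign, cut at about 18% in these data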;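 further: inhibitors lower polarization as less probe binds the enzyme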
MEX-5 binding: C. elegans MEX-5 TCR-2 RNA binding activity; MEX-5/FITC-TCR2 RNA binding, fluorescence polarization; stronger effect = lower value; activity score (negative = inhibition of binding), % at 10 µM; Q9XUB2; 0.38% of 300,000 active; AID 1832;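 active means inhibition past about -25% in most replicates, and total fluorescence under double the plate's negative control median, limit read from the data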;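 further: 0% = DMSO and -100% = 5 µM competing unlabeled TCR2 RNA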
Target sequence (Q9XUB2 whole entry, looked up): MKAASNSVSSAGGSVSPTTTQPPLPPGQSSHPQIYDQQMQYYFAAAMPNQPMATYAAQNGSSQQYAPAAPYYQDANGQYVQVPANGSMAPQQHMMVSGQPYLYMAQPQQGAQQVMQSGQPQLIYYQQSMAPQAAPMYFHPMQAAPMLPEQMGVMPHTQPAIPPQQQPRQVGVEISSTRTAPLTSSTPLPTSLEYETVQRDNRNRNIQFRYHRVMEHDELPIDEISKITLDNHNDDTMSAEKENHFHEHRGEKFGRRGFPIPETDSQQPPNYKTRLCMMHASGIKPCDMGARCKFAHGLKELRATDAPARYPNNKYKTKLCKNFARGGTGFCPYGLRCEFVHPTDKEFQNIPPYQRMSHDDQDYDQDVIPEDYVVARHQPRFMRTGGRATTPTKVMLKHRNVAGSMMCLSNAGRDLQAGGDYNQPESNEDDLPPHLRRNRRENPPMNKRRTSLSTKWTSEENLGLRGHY
* = called active by the depositor; · = not tested or not shown; & = joins results of further samples. Not all compounds are listed. The share of hits here may be higher or lower than overall.

SMILES	PME-1 inh	GLD-1 RNA inh	BCLXL inh	pPAFAH FP inh	AHR activator	PAFAH1B2 FP inh	MCL1-BIM inh	Fam108B counter	MEX-5 binding
O=C(N1CCC(n2nc(-c3ccccc3)oc2=O)CC1)C1(c2ccccc2)CC1	-3.9	5.0	-1.1	4.3	2.5	-2.9	1.9	-0.4	3.5
O=C(CSCc1ccc(Cl)cc1)Nc1ccc2c(c1)OCO2	-3.7	-1.4	1.0	5.4	6.0	16.2	11.3	1.6	2.3
Cc1cc2[nH]c(=O)c3ccccc3n2n1	5.3	1.1	4.2	2.6	3.8	-2.3	8.1	-0.3	0.7
CCC(C)(C)NC(=O)CN(Cc1ccc(OC)cc1)C(=O)CCC(=O)Nc1nccs1	-2.8	-3.0	3.5	1.5	5.4	-1.2	8.1	6.6	2.4
Cc1cccc(C)c1OCC(=O)N/N=C/c1ccncc1	-8.9	0.8	0.9	-3.2	4.3	2.9	-2.7	0.1	-1.0
CN(CC(=O)Nc1ccccc1Cl)C(=O)COC(=O)Cc1ccc(F)cc1	-5.2	6.9	-3.1	8.2	0.8	4.5	-7.1	-1.5	0.4
CCOc1ccc(NC(=O)CCn2nc(C)c(S(=O)(=O)N3CCCCC3)c2C)cc1	2.4	1.2	-1.8	3.8	2.5	8.0	-1.0	3.2	-3.0
C/C(N)=C(/C#N)C(=O)CSc1nc2ccccc2c(=O)n1Cc1ccc(C)cc1	-15.1	-2.6	0.6	4.7	2.5	-4.5	-7.5	-14.3	2.2
CC(C)c1ccc(/C=N/n2nnnc2Nc2ccccc2)cc1	15.5	48.9*	42.8*	6.4	5.6	1.3	39.7	2.8	-0.4
Cc1c(C(=O)OCC(C)C)[nH]c2c1C(=O)CC(c1ccco1)C2 (stereo not given)	-7.3	2.2	-1.8	17.4	0.7	-1.2	1.4	-1.4	-1.5
Cc1c(C2N3CC4(C)CN2CC(C)(C3)C4=O)c2ccccc2n1C (stereo not given)	5.0	5.5	2.6	1.8	-2.4	1.2	2.8	-2.4	1.3
COc1ccc2c(c1)[nH]c1c(=O)n(Cc3ccco3)cnc12	6.3	-8.0	-3.5	-1.7	13.5	2.7	-0.1	-1.4	-0.4
Cc1ccccc1-n1nc2c(c1NC(=O)C(C)(C)C)CS(=O)(=O)C2	6.5	3.5	8.0	2.2	1.2	0.8	7.0	2.0	1.2
S=C(Nc1cccnc1)Nc1ccccn1	2.4	-0.1	-1.2	5.1	15.4	6.6	3.3	2.2	-2.4
CCC(c1nnc(SCC(=O)Nc2ccc(S(N)(=O)=O)cc2)n1Cc1ccccc1)N(C)C (stereo not given)	0.7	-1.7	-5.1	-2.1	-1.2	1.6	3.8	2.6	2.7
S=c1[nH]nc(-c2cc(-c3ccccc3)n[nH]2)n1/N=C/c1ccc(Cl)c(Cl)c1	12.8	1.2	-35.9	10.8	7.0	3.1	-31.7	4.4	0.4
Cn1c(SCc2nc(-c3ccc(Cl)cc3)no2)nnc1-c1ccco1	-3.9	6.1	-1.7	-4.2	-1.0	-4.2	-6.7	-1.6	1.8
CCCN(CCO)Cc1cccc(Br)c1	1.2	2.5	4.5	-0.4	1.4	2.8	2.6	-0.3	1.4
CCN(CC)CCOC(=O)C1(c2ccccc2)CCOCC1	-6.4	-3.6	1.9	-0.2	1.4	1.0	-0.9	0.1	·
Cc1nnc(NC(=O)C(C)Sc2nncn2C)s1 (stereo not given)	-1.5	3.3	-1.6	1.8	0.2	0.3	-2.1	1.0	-0.5
O=c1ccc2cc(S(=O)(=O)N3CCN(c4cc(Cl)ccc4Cl)CC3)ccc2o1	-3.6	-3.4	-3.2	3.6	-3.9	-2.6	-1.3	4.2	0.1
CCOc1ccc(OCC)c(NC(=O)Cn2cccc2)c1	0.0	-4.3	2.3	5.9	10.1	0.7	3.4	0.7	1.8
CC(NC(=O)C(c1ccccc1)c1ccccc1)c1ccccc1 (stereo not given)	4.5	1.0	5.3	1.2	0.6	3.9	8.0	3.7	·
CCNc1nc(NCC)nc(N(C)N)n1	0.3	-8.9	-4.0	0.4	16.8	6.7	6.8	-2.1	2.8

Ordered by value in PME-1 inh (descending): three of the compounds above
| SMILES | PME-1 inh |
| --- | --- |
| Cc1ccccc1-n1nc2c(c1NC(=O)C(C)(C)C)CS(=O)(=O)C2 | 6.5 |
| CCC(c1nnc(SCC(=O)Nc2ccc(S(N)(=O)=O)cc2)n1Cc1ccccc1)N(C)C (stereo not given) | 0.7 |
| CCNc1nc(NCC)nc(N(C)N)n1 | 0.3 |

Further compounds follow.
SMILES	PME-1 inh	GLD-1 RNA inh	BCLXL inh	pPAFAH FP inh	AHR activator	PAFAH1B2 FP inh	MCL1-BIM inh	Fam108B counter	MEX-5 binding
COc1ccc(SCCCn2c(=O)c3c(ncn3C)n(C)c2=O)cc1	5.0	7.6	5.4	4.4	-1.6	11.8	4.7	-0.3	-1.8
Cc1ccc(C(=O)Nc2ccc(C(F)(F)F)n(C)c2=O)cc1	-13.1	8.3	3.9	-9.1	8.1	4.9	-1.3	0.6	-1.0
Cn1c(-c2ccc(F)cc2)cnc1SCC(=O)N1CCCc2ccccc21	-5.7	2.9	3.8	-1.2	-6.1	3.0	-9.2	2.5	-0.5
CN(CCc1ccccc1)C1CCCN(C(=O)Cn2cccn2)C1 (stereo not given)	3.7	1.9	5.1	3.3	1.6	3.2	2.1	0.8	-3.3
O=C(NCc1ccc(Cl)c(Cl)c1)c1ccco1	4.8	-3.1	6.9	6.8	0.5	-1.9	7.9	2.7	1.3
N#CCSc1nnc(COc2cccc3ccccc23)n1-c1cccc(Cl)c1	0.9	4.0	-1.5	4.5	-4.2	1.8	1.2	-0.1	2.1
NC(=O)COC(=O)c1ccc(-c2ccccc2)cc1	1.7	1.1	4.8	0.2	-0.3	-2.8	2.8	4.5	1.8
C/C(N)=C(/C#N)C(=O)CSc1n[nH]c(-c2ccccc2Br)n1	-1.3	2.0	7.5	5.5	0.1	3.4&2.1	12.3	-6.2	0.9
CCOC(=O)C1=C(c2ccccc2)OC(N)=C(C#N)C1c1ccc(Cl)s1 (stereo not given)	-0.6	7.8	-3.6	-3.7	0.7	-0.1	-0.8	1.0	-0.8
CCn1ncc(CN2CCN(Cc3ccc(OC)c(C)c3C)C(CCO)C2)c1C (stereo not given)	-0.9	-3.9	1.2	1.2	2.7	3.1	1.4	5.2	-0.3
O=C(CN1C(=O)C2C3C=CC(C3)C2C1=O)NCCC1=CCCCC1 (stereo not given)	-3.1	1.2	3.0	4.4	4.5	4.5	0.6	4.6	2.2
CCN1CCN(C(=O)c2ccccc2N(Cc2ccccc2)S(=O)(=O)c2ccc(OC)cc2)CC1	-2.4	-2.5	2.7	0.6	0.6	8.0	7.0	2.1	3.4
COc1ccc(-c2csc(N(CCCN(C)C)C(=O)c3cccs3)n2)cc1	-0.4	-1.6	3.4	-3.3	-1.2	0.0	3.5	-0.6	1.2
Cc1nn(C(=O)c2cc3sccc3[nH]2)c(C)c1C	3.8	0.7	-0.6	5.6	70.8*	0.1	1.7	-0.7	-1.8
CN(C)c1ccc(C(C(=O)NC2CCCC2)N(C(=O)c2ccco2)C2CC2)cc1 (stereo not given)	8.6	6.2	3.7	1.4	0.7	5.5	8.0	-1.1	1.4
Cc1ccc(-c2[nH]ncc2C(=O)c2ccccc2C)c(O)c1	-5.6	0.6	1.1	2.7	6.4	3.9	-1.8	2.7	2.0
COc1ccc(CNC(=O)C2CCCN(S(=O)(=O)c3cccc4nsnc34)C2)cc1 (stereo not given)	0.1	3.7	10.4	4.7	1.3	4.9	7.2	2.8	-6.8
CCOCc1nc(C)c(Cl)c(NS(=O)(=O)c2ccc(N)cc2)n1	-3.5	-1.9	3.1	6.6	-2.5	1.3	-7.4	4.1	-0.6
C=CCn1c(SCC(=O)Nc2c(C)cccc2C)nnc1-c1ccncc1	-1.4	4.0	3.0	4.8	-0.4	2.8	8.4	-2.5	-2.8
CS(=O)(=O)c1cccc(NC(=O)c2ccc(Cl)c(Cl)c2)c1	-5.7	-1.8	-5.8	2.6	23.1	3.5	-9.0	-3.4	2.0
CCOC(=O)C(/C=C(\C#N)C(=O)OCC)=C(/N)N1CCN(c2c(C)cccc2C)CC1	-3.3	3.6	-0.7	-1.2	-0.1	-4.9	8.2	-0.8	2.4
Nc1cc(-c2ccc(Br)cc2)nn1S(=O)(=O)c1ccccc1	-1.3	3.1	0.5	-1.9	28.1	-4.8	-1.4	0.7	-1.6
COc1ccc2oc(C(=O)OCC(=O)NC(C)c3ccccc3)c(C)c2c1 (stereo not given)	6.0	2.6	3.3	5.1	2.9	-3.7	-0.7	2.3	1.5
COc1ccc2c(C)cc(SCC(=O)N(C)C3CCS(=O)(=O)C3)nc2c1 (stereo not given)	-5.5	-26.6	17.2	-3.7	4.1	0.7	11.5	0.8	0.4
COC(=O)C(NNc1ccc(F)cc1)(NC(=O)c1ccccc1)C(F)(F)F (stereo not given)	-1.7	7.4	0.2	1.6	0.8	-2.1	-4.9	-3.5	·
CCOc1cc(N2CCOCC2)c(OCC)cc1NC(=O)c1ccc(NC(C)=O)cc1	2.8	3.4	-3.9	-4.1	-0.4	-3.0	0.8	-2.1	0.1
O=C(c1cc(-c2ccc(O)cc2)on1)N1CCOCC1	-2.9	6.6	5.7	-1.5	4.0	5.2	6.2	1.3	-0.9
CSCCC(NC(N)=O)C(=O)Nc1ccc(C)cc1 (stereo not given)	-5.4	-5.3	0.2	0.4	-0.3	4.0	5.7	0.1	-0.8
CC(C)c1ccc(C(=O)NC2=NCCS2)cc1	-9.8	-4.3	-3.9	2.4	1.1	7.2	3.0	1.8	3.0
CSc1sc(C(=O)O)c2c1C(=O)CCC2	3.5	-1.4	0.8	5.0	-0.2	1.3	-4.0	-1.9	-1.8
COC(=O)CCC(=O)Nc1cc(OC)c(OC)cc1Cc1nccc2cc(OC)c(OC)cc12	1.0	-2.9	-0.9	6.5	0.9	-1.7	-2.3	0.1	1.5
Cc1ccc(NC(=O)CN2C(=O)S/C(=C/c3ccc(-c4cc(C(=O)O)ccc4C)o3)C2=O)cc1C	-6.8	-2.4	13.3	18.2	0.6	-6.8	28.3	-9.5	-16.2
O=C(O)c1cccc(NC(=S)N/N=C/c2ccccc2OCc2ccc(Br)cc2)c1	-19.5	0.6	11.2	10.1	10.0	9.4	25.1	-7.6	-0.6
COc1ccc(-c2cc(=O)oc3cc(OC(C)C(=O)NC4CC4)ccc23)cc1 (stereo not given)	6.6	-8.6	-1.7	4.6	0.7	6.6	-3.6	2.7	-1.3
C[C@H](NC(=O)c1ccco1)C(=O)NNC(=O)c1ccc(F)cc1	·	1.4	·	-0.5	4.3	-1.1	·	·	·
CN(C)c1c([N+](=O)[O-])ncn1C	4.7	0.5	3.6	1.2	-0.6	1.9	-0.2	1.0	-0.1
CCN1CCN(Cc2ccc(NC(=O)c3cc(NC(=O)c4cncc(-c5ccc(C#N)cc5)c4)cc(OC)c3)cc2C(F)(F)F)CC1	-34.6	-1.5	-14.7	-16.6	1.7	-2.4	-12.9	-34.9	6.0
CC1CC(C)CN(CC(O)COCc2ccccc2F)C1 (stereo not given)	-4.4	1.5	-4.1	-0.3	-2.4	10.4	-3.6	-0.3	1.5
O=C(CSc1nnc(C2CC2)n1Cc1ccccc1)NCc1ccccc1	0.3	-1.8	6.7	3.7	1.1	1.3	2.6	0.2	-0.2
